Source: PubChem BioAssay
ROS inducer – ROS inducers in U2OS cancer cells, primary screen, cell-based, H2DCF-DA fluorescence. U2OS ROS induction. ROS induction (% of piperlongumine), % at 10 µM. 2% of 46,000 active; in the data active = ROS induction above about 79%, passing the limit was not always enough;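 note: 0% = DMSO vehicle median and 100% = reference compound median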
Starred values were filed as active, the others as inactive. The list is partial, so the mix of outcomes need not match the whole.

SMILES	ROS inducer
Cc1noc(C)c1NC(=O)N(C)C[C@H]1Oc2ccc(NC(=O)Nc3ccc(F)cc3)cc2C(=O)N([C@@H](C)CO)C[C@H]1C	3
CC(C)NC(=O)Nc1ccc2c(c1)CC(=O)N([C@@H](C)CO)C[C@@H](C)[C@@H](CN(C)Cc1ccc(C(=O)Nc3ccccc3N)cc1)O2	26
Cc1ccc(S(=O)(=O)N(C)C[C@H]2Oc3ccc(NC(=O)C4CCCCC4)cc3CC(=O)N([C@@H](C)CO)C[C@H]2C)cc1	-3
C[C@@H]1CCCCO[C@H](CN(C)C(=O)Cc2ccccc2)[C@@H](C)CN([C@H](C)CO)C(=O)c2cc(NC(=O)Nc3ccc4c(c3)OCO4)ccc2O1	-2
C[C@@H]1CN([C@H](C)CO)C(=O)c2cc(NS(=O)(=O)c3cccs3)ccc2O[C@@H]1CN(C)Cc1ccc2c(c1)OCO2	3
COc1cccc(S(=O)(=O)N(C)C[C@@H]2Oc3ncc(C#Cc4ccc(F)cc4)cc3C(=O)N([C@H](C)CO)C[C@@H]2C)c1	103*
CCc1ccc(Nc2ncnc3sc(C)cc23)cc1	-9
C[C@H]1CN([C@@H](C)CO)C(=O)c2cccc(NC(=O)Nc3ccc4c(c3)OCO4)c2O[C@@H]1CN(C)C(=O)NC1CCCCC1	17
CN(C)CCc1cc2c(c3c1ccc1ccccc13)OCO2	-1
O=C(Cn1c2ccccc2n2nc(-c3ccco3)nc12)c1ccccc1	19
C[C@@H]1CN([C@@H](C)CO)C(=O)c2cc(NC(=O)Nc3cccc4ccccc34)ccc2O[C@@H]1CN(C)Cc1ccc(Oc2ccccc2)cc1	-2
C[C@H](CO)N1C[C@H](C)[C@@H](CN(C)C(=O)Nc2ccc3c(c2)OCO3)Oc2ccc(NC(=O)CCCCCC(=O)Nc3ccccc3N)cc2C1=O	9
c1ccc(Oc2cccc(Oc3ccccc3)c2)cc1	-1
O=C(Cc1ccccc1)NC1CCN(C(=O)c2cccs2)CC1	35
Cc1coc(C)c1C(=O)CC1(O)C(=O)N(Cc2ccc(Cl)cc2)c2ccccc21 (centres undefined)	7
CC(C)c1ccc(OCC(O)Cn2cnc3ccccc32)cc1 (centres undefined)	5
Cc1ccc(C2=NN(CCC(=O)N3CCC(C(N)=O)CC3)C(=O)CC2)cc1	-8
C[C@@H]1CCCCO[C@@H](CN(C)C(=O)Nc2cccc3ccccc23)[C@@H](C)CN([C@H](C)CO)C(=O)c2cc(NC(=O)C3CCCCC3)ccc2O1	134*
CC(C)Cn1c(=O)c2cc3c(=O)n(CC(C)C)c(=O)c3c(C(=O)c3ccc(Cl)cc3)c2c1=O	20
Cc1ccc(C)c(OCCCCSc2ncccn2)c1Cl	-11
NC(=O)C1(N2CCCCC2)CCN(CC(=O)Nc2ccc(F)c(Cl)c2)CC1	15
COc1ccc(S(=O)(=O)N(C)C[C@H]2Oc3ccc(NS(=O)(=O)c4cn(C)cn4)cc3C(=O)N([C@@H](C)CO)C[C@@H]2C)cc1	0
C[C@H]1CN([C@@H](C)CO)C(=O)Cc2cc(NC(=O)Nc3ccc4c(c3)OCO4)ccc2O[C@@H]1CN(C)C(=O)NC1CCCCC1	-8
COc1ccc(NC(=O)Nc2cccc3c2O[C@@H](CN(C)S(=O)(=O)c2ccc(OC)cc2)[C@H](C)CN([C@@H](C)CO)C3=O)cc1	-1
COc1ccc(NC(=O)N(C)C[C@@H]2Oc3c(NC(=O)c4ccc(-c5nccs5)cc4)cccc3C(=O)N([C@@H](C)CO)C[C@@H]2C)cc1	3
C[C@@H]1CN([C@H](C)CO)C(=O)c2cc(NC(=O)Cn3cnnn3)ccc2O[C@H]1CN(C)C(=O)Nc1ccc2c(c1)OCO2	-13
COC(=O)C1=C(C)N=c2s/c(=C/c3ccc(OC)cc3)c(=O)n2C1c1cccs1 (centres undefined)	44
COc1ccc(-c2nc(C)c(CCNS(=O)(=O)c3ccc4c(c3)OCCO4)s2)cc1OC	1
Cc1ccc(S(=O)(=O)NCC(=O)N2CCN(c3ccccn3)CC2)cc1	2
COc1ccc(NC(=O)N(C)C[C@H]2Oc3ccc(NC(=O)C4CCCCC4)cc3CC(=O)N([C@H](C)CO)C[C@H]2C)cc1	3
Cc1ccc([N+](=O)[O-])cc1N(CC(=O)O)S(C)(=O)=O	-2
C[C@H]1CN([C@@H](C)CO)C(=O)CCCn2cc(nn2)CO[C@H]1CN(C)S(=O)(=O)c1ccc2c(c1)OCCCO2	-15
C[C@H]1CN([C@@H](C)CO)C(=O)Cc2cc(NS(=O)(=O)c3ccccc3)ccc2O[C@H]1CN(C)CC1CCCCC1	14
C[C@H]1CN([C@@H](C)CO)C(=O)CCCn2cc(nn2)CO[C@H]1CN(C)S(=O)(=O)c1cccc(C#N)c1	1
COc1ccc(N=c2scc(C)n2C(=O)c2ccccc2Cl)cc1	25
C[C@H](CO)N1C[C@H](C)[C@@H](CN(C)CC2CCCCC2)Oc2c(NC(=O)NC3CCCCC3)cccc2C1=O	18
C[C@@H]1CN([C@@H](C)CO)C(=O)c2cc(NS(=O)(=O)c3ccc(F)cc3)ccc2O[C@H]1CN(C)Cc1ccc(Cl)c(Cl)c1	37
CC1(C)CC(=O)C(C=NCc2ccco2)=C(O)C1	2
C[C@H]1CN([C@@H](C)CO)C(=O)c2cc(NC(=O)c3ccncc3)ccc2O[C@@H]1CN(C)Cc1ccc(C(=O)Nc2ccccc2N)cc1	-1
C[C@@H]1CN([C@H](C)CO)C(=O)c2cccc(NC(=O)c3ccc(-c4nccs4)cc3)c2O[C@H]1CN(C)S(=O)(=O)c1ccccc1	7
O=C(COc1cc(Cl)c(Cl)cc1Cl)Nc1ccccc1C(=O)N1CCCCC1	22
C[C@]12CCC3C(CC[C@@H]4C[C@H](O)CC[C@]34C)C1CC[C@]2(O)C(=O)CO (some centres undefined)	-3
c1ccc2c(c1)[nH]c1nc(SCCN3CCOCC3)nnc12	9
Cc1cccc(N=C2SCC(=O)N2c2cccc(C)c2)c1	17
Cc1ccc(S(=O)(=O)N(C)C[C@H]2Oc3c(NS(=O)(=O)c4c(C)noc4C)cccc3C(=O)N([C@@H](C)CO)C[C@H]2C)cc1	-8
C[C@@H]1CN([C@H](C)CO)C(=O)c2cc(NC(=O)NC3CCCCC3)ccc2O[C@@H]1CN(C)Cc1ccc(C(=O)Nc2ccccc2N)cc1	16
COc1ccc(S(=O)(=O)N(C)C[C@@H]2Oc3c(NC(=O)CCCCCC(=O)Nc4ccccc4N)cccc3C(=O)N([C@H](C)CO)C[C@@H]2C)cc1	18
CCNc1cc(N)[n+](CC)c2n[nH]c(N)c12	-7
Cc1noc(C)c1S(=O)(=O)Nc1cccc2c1O[C@@H](CN(C)Cc1ccc(Oc3ccccc3)cc1)[C@@H](C)CN([C@@H](C)CO)C2=O	0
O=C(NO)c1ccc(C(=O)N/N=C/c2cc(Br)cc(Br)c2O)cc1	-22
Cc1cccc(-n2c(C)nnc2SCC(=O)Nc2ccc(Br)cc2F)c1	-10
C[C@@H]1CN([C@H](C)CO)C(=O)c2cc(NC(=O)Nc3cccc4ccccc34)ccc2O[C@H]1CN(C)Cc1ccc(Oc2ccccc2)cc1	26
COC(=O)C(CC#Cc1ccc2c(c1)[C@]1(C(=O)N2)[C@H](C(=O)NC[C@H](O)c2ccccc2)[C@H]2C(=O)O[C@H](c3ccccc3)[C@H](c3ccccc3)N2[C@@H]1c1ccc(O)cc1)C(=O)OC	-6
COc1ccc(NC(=O)Nc2ccc3c(c2)C(=O)N([C@H](C)CO)C[C@H](C)[C@H](CN(C)C(=O)Cc2ccccc2)OCCCC[C@@H](C)O3)cc1	7
C[C@H]1CN([C@@H](C)CO)C(=O)CCCn2nncc2CO[C@H]1CN(C)C(=O)c1cc(-c2ccccc2)on1	26
C[C@@H]1CN([C@H](C)CO)C(=O)Cc2cc(NS(=O)(=O)c3ccccc3)ccc2O[C@H]1CN(C)Cc1ccc(Oc2ccccc2)cc1	68
C[C@H](CO)N1C[C@H](C)[C@H](CN(C)CC2CC2)Oc2ccc(NC(=O)CCN3CCOCC3)cc2C1=O	-28
O=C(c1ccc(Cl)cc1)N1CCc2sccc2C1c1ccc(Cl)cc1 (centres undefined)	-5
C[C@H]1CN([C@@H](C)CO)C(=O)c2cccc(NC(=O)C3CCOCC3)c2O[C@H]1CN(C)Cc1ccc(Oc2ccccc2)cc1	9
COc1ccc(S(=O)(=O)N(C)C[C@@H]2Oc3c(NC(=O)Nc4ccc(C(F)(F)F)cc4)cccc3C(=O)N([C@H](C)CO)C[C@@H]2C)cc1	11

Of the compounds above, 3 have a furan ring, fused or not:
SMILES	ROS inducer
O=C(Cn1c2ccccc2n2nc(-c3ccco3)nc12)c1ccccc1	19
Cc1coc(C)c1C(=O)CC1(O)C(=O)N(Cc2ccc(Cl)cc2)c2ccccc21 (centres undefined)	7
CC1(C)CC(=O)C(C=NCc2ccco2)=C(O)C1	2

New compounds follow.
SMILES	ROS inducer
Cc1cccc(Oc2ccc(NC(=O)C3CCC(C)CC3)cc2)c1 (centres undefined)	13
CCc1c(O)nc(SCC(=O)Nc2ccc(C(C)=O)cc2)[nH]c1=O	-8
NC(=O)NCC#Cc1ccc2c(c1)[C@]1(C(=O)N2)[C@H](c2ccccc2OCCO)N2[C@H](c3ccccc3)[C@H](c3ccccc3)OC(=O)[C@H]2[C@@H]1C(=O)NC[C@H](O)c1ccccc1	6
C[C@@H]1CN([C@H](C)CO)C(=O)c2cc(NC(=O)Cn3cnnn3)ccc2O[C@@H]1CN(C)C(=O)Nc1ccccc1	1
C[C@@H]1CN([C@H](C)CO)C(=O)c2cccc(NC(=O)c3nc4ccccc4s3)c2O[C@@H]1CN(C)S(=O)(=O)c1cccs1	-3
C[C@@H]1CCCCO[C@H](CN(C)C(=O)CCC(F)(F)F)[C@@H](C)CN([C@H](C)CO)C(=O)c2cc(NC(=O)c3ccccc3)ccc2O1	8
Cc1noc(C)c1NC(=O)N(C)C[C@@H]1OCCCC[C@@H](C)Oc2ccc(NC(=O)Nc3ccccc3)cc2C(=O)N([C@H](C)CO)C[C@@H]1C	8
CCCCCCCCNC(C)C(O)c1ccc(SC(C)C)cc1 (centres undefined)	-3
O=C(COc1ccccc1)Nc1ccc(I)cc1	9
C[C@H](CO)N1C[C@H](C)[C@@H](CN(C)Cc2ccccc2)Oc2ccc(NC(=O)NC3CCCCC3)cc2C1=O	10
Cn1nc(C(C)(C)C)cc1C(=O)NN1CCOCC1	-13
CC(C)=CCC/C(C)=C/CC/C(C)=C/Cc1c(C)cc(O)cc1O	-6
NC(=O)COc1ccc(C2NC(=S)NC(c3ccccc3)=C2C(=O)c2ccccc2)cc1 (centres undefined)	13
C[C@@H]1CN([C@@H](C)CO)C(=O)CCCn2cc(nn2)CO[C@H]1CN(C)C(=O)C1CC1	42
C[C@H](CO)N1C[C@H](C)[C@H](CN(C)Cc2ccc(Cl)c(Cl)c2)Oc2ccc(NS(=O)(=O)c3cn(C)cn3)cc2CC1=O	17
C[C@@H]1CN([C@@H](C)CO)C(=O)Cc2cc(NS(=O)(=O)c3ccc(Cl)cc3)ccc2O[C@@H]1CN(C)Cc1ccncc1	-4
CC(C)S(=O)(=O)N1CCN(Cc2ccc(OCCO)cc2)CC1	13
C[C@@H]1CN([C@@H](C)CO)C(=O)c2cccc(NC(=O)C3CC3)c2O[C@H]1CN(C)Cc1ccc(C(=O)Nc2ccccc2N)cc1	70
COc1ccc(CSCC(N)C(=O)O)cc1Br (centres undefined)	-26
OCC1CCCN1CC1CC1 (centres undefined)	16
O=C(O)CCc1ccc(-c2cccs2)n1-c1cc(Cl)ccc1O	69
CC(C)N(Cc1ccccc1)S(=O)(=O)N(C)C	-10
O=C(Cn1c(COc2ccccc2)nc2ccccc21)N1CCOCC1	7
CCOC(=O)c1c(O)c(O)c(C(=O)OCC)n1-c1ccc(OC)cc1	33

Copied from the list.
ROS inducer with NC(=O)COc1ccc(C2NC(=S)NC(c3ccccc3)=C2C(=O)c2ccccc2)cc1 (centres undefined) = 13
ROS inducer with C[C@@H]1CN([C@@H](C)CO)C(=O)c2cccc(NC(=O)C3CC3)c2O[C@H]1CN(C)Cc1ccc(C(=O)Nc2ccccc2N)cc1 = 70
ROS inducer with C[C@@H]1CN([C@@H](C)CO)C(=O)Cc2cc(NS(=O)(=O)c3ccc(Cl)cc3)ccc2O[C@@H]1CN(C)Cc1ccncc1 = -4
ROS inducer with COc1ccc(CSCC(N)C(=O)O)cc1Br (centres undefined) = -26

A section taken from the entries so far, as a working copy:
SMILES	ROS inducer
C[C@@H]1CN([C@@H](C)CO)C(=O)c2cc(NC(=O)Nc3cccc4ccccc34)ccc2O[C@@H]1CN(C)Cc1ccc(Oc2ccccc2)cc1	-2
C[C@H](CO)N1C[C@H](C)[C@@H](CN(C)C(=O)Nc2ccc3c(c2)OCO3)Oc2ccc(NC(=O)CCCCCC(=O)Nc3ccccc3N)cc2C1=O	9

More entries:
SMILES	ROS inducer
Cc1oc(S(=O)(=O)N2CCCC2)cc1C(=O)NCCN1CCNC1=O	-1
CCOc1ccc(NC(=O)Cn2ccc([N+](=O)[O-])n2)cc1	-9
Cc1ccccc1CN(C)C[C@H]1OCc2cn(nn2)CCCC(=O)N([C@H](C)CO)C[C@@H]1C	2
Cc1noc(C)c1NC(=O)N(C)C[C@H]1Oc2ccc(NC(=O)Cc3ccccc3)cc2C(=O)N([C@@H](C)CO)C[C@@H]1C	18
Cc1cccc(NC(=O)CNC(=O)OCc2ccccc2)c1	-11
CCc1ccccc1NC(=O)CNS(=O)(=O)c1ccc(C)cc1	0
C[C@H]1CN([C@@H](C)CO)C(=O)c2cc(NS(C)(=O)=O)ccc2O[C@H]1CN(C)Cc1ccc(Oc2ccccc2)cc1	-6
CC(C)NC(=O)Nc1ccc2c(c1)CC(=O)N([C@@H](C)CO)C[C@@H](C)[C@@H](CN(C)S(=O)(=O)c1cccs1)O2	4
C[C@@H]1CN([C@H](C)CO)C(=O)Cc2cc(NS(=O)(=O)c3ccc(F)cc3)ccc2O[C@H]1CN(C)S(=O)(=O)c1ccccc1	20
N#Cc1c(F)cccc1NCc1cccs1	-8

Retrieved by compound from the list above, 3 records:
SMILES	ROS inducer
Cc1ccc([N+](=O)[O-])cc1N(CC(=O)O)S(C)(=O)=O	-2
Cc1cccc(-n2c(C)nnc2SCC(=O)Nc2ccc(Br)cc2F)c1	-10
C[C@H](CO)N1C[C@H](C)[C@@H](CN(C)Cc2ccccc2)Oc2ccc(NC(=O)NC3CCCCC3)cc2C1=O	10
